M1 ag parental: M1 agonist counterscreen hit in parental CHO-K1 cells; AID 602248; activation, % at 3 µM; Fluo-8 calcium fluorescence; scaled to maximal ATP response, vehicle zero; 360,000 compounds, 0.48% hits; in the data active = activation above about 15%;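 note: untransfected CHO-K1 host cells lacking M1 receptor as counterscreen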
M1 PAM parental: nonselective activator or artifact in parental CHO-K1 calcium assay | 360,000 compounds, 0.02% hits | ATP EC20, Fluo-8 calcium fluorescence; 0% at ATP EC20, 100% at ATP max | AID 602247 | activation, % at 3 µM;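 active = activation above the run cutoff, the mean activation of all test compounds plus 3 SD, cut at about 40% in these data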;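 note: peak over basal fluorescence ratio in a 140 s read after ATP addition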
M5 antag: CHRM5 antagonism in calcium assay; P08912; CHO-hM5 cells, Fluo-8 calcium fluorescence, ACh EC80; inhibition, % at 3 µM; 360,000 compounds, 0.59% hits;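 active = inhibition above a per-plate cutoff, the mean of that plate's test compounds plus 3 SD, cut at about 27% in these data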;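 note: 0% = acetylcholine EC80 with DMSO and 100% = DMSO without agonist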
Target sequence (P08912 whole entry, looked up): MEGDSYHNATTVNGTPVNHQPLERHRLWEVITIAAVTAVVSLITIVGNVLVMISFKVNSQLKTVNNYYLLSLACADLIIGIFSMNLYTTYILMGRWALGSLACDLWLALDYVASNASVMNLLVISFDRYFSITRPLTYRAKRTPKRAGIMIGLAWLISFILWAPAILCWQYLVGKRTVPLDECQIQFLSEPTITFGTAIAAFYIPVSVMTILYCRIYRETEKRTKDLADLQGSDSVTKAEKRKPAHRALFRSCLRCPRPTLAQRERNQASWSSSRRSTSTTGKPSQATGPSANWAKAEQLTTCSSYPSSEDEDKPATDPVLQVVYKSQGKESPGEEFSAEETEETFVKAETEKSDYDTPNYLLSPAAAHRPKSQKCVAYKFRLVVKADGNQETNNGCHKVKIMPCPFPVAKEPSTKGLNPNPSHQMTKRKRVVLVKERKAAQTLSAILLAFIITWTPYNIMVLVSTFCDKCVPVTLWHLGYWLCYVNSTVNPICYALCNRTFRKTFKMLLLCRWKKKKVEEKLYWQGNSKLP
M4 PAM: potentiates acetylcholine response at human M4 receptor | activation, % at 3 µM | CHO-K1 hM4/Gqi5, Fluo-8 calcium fluorescence, ACh EC20; 0% = ACh EC20, 100% = maximal ACh | 360,000 compounds, 0.4% hits | P08173 | AID 624126;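 active = activation above its plate's cutoff, the mean activation of sample wells plus 3 SD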; note: some results filed as inactive read as strong as hits
Target sequence (P08173 whole entry, looked up): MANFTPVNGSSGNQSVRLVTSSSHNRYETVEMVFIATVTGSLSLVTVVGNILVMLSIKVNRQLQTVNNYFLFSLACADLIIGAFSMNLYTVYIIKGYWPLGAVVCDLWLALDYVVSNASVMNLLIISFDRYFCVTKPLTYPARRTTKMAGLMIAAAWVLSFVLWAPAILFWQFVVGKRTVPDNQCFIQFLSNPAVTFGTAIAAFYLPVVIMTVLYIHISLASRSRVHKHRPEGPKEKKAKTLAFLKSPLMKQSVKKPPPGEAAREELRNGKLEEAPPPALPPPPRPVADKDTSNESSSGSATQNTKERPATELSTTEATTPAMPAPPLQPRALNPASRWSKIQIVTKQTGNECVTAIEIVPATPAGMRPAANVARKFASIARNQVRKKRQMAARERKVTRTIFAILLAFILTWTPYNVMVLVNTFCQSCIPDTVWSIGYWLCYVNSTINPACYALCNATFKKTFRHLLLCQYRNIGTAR
M4 ag: CHRM4 agonism in calcium assay; P08173; CHO-K1 hM4/Gqi5, Fluo-8 calcium fluorescence; vehicle 0%, full acetylcholine response 100%; activation, % at 3 µM; 360,000 compounds, 0.14% hits; AID 624127;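 active = activation above the run mean over all test wells plus 3 SD, cut at about 32% in these data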;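 note: peak over basal fluorescence ratio per well then scaled between controls; 0% = DMSO wells and 100% = acetylcholine at EC100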
CHO-K1 Ca antag: nonselective inhibitor or artifact in parental CHO-K1 cells; ATP-induced calcium, Fluo-8 fluorescence; inhibition, % at 3 µM; 360,000 compounds, 0.6% hits;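 active = inhibition above a per-plate cutoff, the plate's mean sample inhibition plus 3 SD, cut at about 24% in these data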;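 note: 0% = DMSO plus EC80 ATP and 100% = DMSO alone without ATP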
CHRM5 agonist: agonists of human muscarinic M5 receptor (CHRM5) | 360,000 compounds, 0.19% hits | activation, % at 3 µM | P08912 | CHO-K1 hM5 cells, Fluo-8 calcium fluorescence; 0% DMSO wells, 100% maximal acetylcholine response;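 active = activation above the run's mean over test compounds plus 3 SD, cut at about 23% in these data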;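 note: signal is peak over basal fluorescence ratio across the kinetic read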
M4 antag: blocks acetylcholine activation of human M4 receptor | P08173 | CHO-hM4 cells, ACh EC80, Fluo-8 calcium fluorescence | inhibition, % at 3 µM | 360,000 compounds, 0.73% hits;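 active = inhibition above its plate's cutoff, the mean inhibition of sample wells plus 3 SD, cut at about 27% in these data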;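 note: 0% = acetylcholine EC80 with DMSO and 100% = DMSO without agonist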
CHRM5 PAM: positive allosteric modulators of human muscarinic M5 receptor; CHO-K1 hM5, Fluo-8 calcium, ACh EC20 PAM; 0% = ACh EC20, 100% = ACh EC100; activation, % at 3 µM; 360,000 compounds, 0.3% hits; AID 624038;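 active = activation above the run cutoff, the mean activation of all test compounds plus 3 SD, cut at about 18% in these data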
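Test system: CHO-K1 hM5 cells / Doses: single-point, 3 µM nominal / Times: Post-acetylcholine fluorescence recording 140 s / Technique: Fluo-8 calcium fluorescence / Measure: Max/basal fluorescence ratio as % of EC20–EC100 ACh window / Benchmarks: low control EC20 acetylcholine (0%), high control EC100 acetylcholine (100%) / Replicates: one well per compound, no replicates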
Starred values were filed as active, the others as inactive.

# | canonical_smiles | M1 ag parental | M1 PAM parental | M5 antag | M4 PAM | M4 ag
1 | CC1Cc2nc(SCC(=O)Nc3nccs3)n(C)c(=O)c2S1 (stereo unspecified) | -0.3 | 9 | -5 | 2 | -1
2 | CCOC(=O)C(=O)/C(C#N)=C/Nc1ccc(F)cc1 | -0.1 | 16 | -12 | 5 | 1
3 | O=C(CCCCCCCC(=O)N1CCCC1)N1CCCC1 | 0.9 | 16 | 5 | 0 | 0
4 | O=C1C(Br)=Cc2cccc3cccc1c23 | -0.2 | 21 | 5 | 4 | 0
5 | CCOc1cc(C(=O)NN2CCOCC2)cc(OCC)c1OCC | 0.2 | 2 | 3 | 4 | 1
6 | COc1ccccc1C(=O)NCCC(=O)N1CCCCC1 | 1.2 | 4 | -3 | 2 | 2
7 | O=C(/C=C/c1ccc2c(c1)OCO2)NC1CCCC1 | -0.3 | -1 | 7 | 8 | 2
8 | COc1ccccc1C#Cc1cnc2c(c1)C(=O)N([C@H](C)CO)C[C@H](C)[C@@H](CN(C)S(=O)(=O)c1cn(C)cn1)O2 | 2.8 | 17 | 15 | -2 | 8
9 | CCOC(=O)[C@@H]1CCNC[C@@H]1c1ccccc1 | 0.1 | 19 | -7 | 10 | 1
10 | Nc1ccc(Cl)c(NC(=O)c2cccs2)c1 | -0.5 | 13 | -2 | -2 | 1

# | CHO-K1 Ca antag | CHRM5 agonist | M4 antag | CHRM5 PAM
1 | 3 | 1 | 2 | 1
2 | -5 | -2 | -16 | -3
3 | -11 | 7 | -9 | 7
4 | -11 | -8 | -1 | 3
5 | -7 | 0 | -2 | 0
6 | 1 | -3 | -7 | 1
7 | -8 | 1 | -15 | -3
8 | -1 | 1 | -6 | -5
9 | -8 | -12 | -10 | 0
10 | -9 | -3 | 4 | 1

Seven structures already listed, ordered by SMILES length, falling:
# | canonical_smiles | M1 ag parental | M1 PAM parental | M5 antag | M4 PAM | M4 ag
8 | COc1ccccc1C#Cc1cnc2c(c1)C(=O)N([C@H](C)CO)C[C@H](C)[C@@H](CN(C)S(=O)(=O)c1cn(C)cn1)O2 | 2.8 | 17 | 15 | -2 | 8
1 | CC1Cc2nc(SCC(=O)Nc3nccs3)n(C)c(=O)c2S1 (stereo unspecified) | -0.3 | 9 | -5 | 2 | -1
9 | CCOC(=O)[C@@H]1CCNC[C@@H]1c1ccccc1 | 0.1 | 19 | -7 | 10 | 1
7 | O=C(/C=C/c1ccc2c(c1)OCO2)NC1CCCC1 | -0.3 | -1 | 7 | 8 | 2
3 | O=C(CCCCCCCC(=O)N1CCCC1)N1CCCC1 | 0.9 | 16 | 5 | 0 | 0
10 | Nc1ccc(Cl)c(NC(=O)c2cccs2)c1 | -0.5 | 13 | -2 | -2 | 1
4 | O=C1C(Br)=Cc2cccc3cccc1c23 | -0.2 | 21 | 5 | 4 | 0

# | CHO-K1 Ca antag | CHRM5 agonist | M4 antag | CHRM5 PAM
8 | -1 | 1 | -6 | -5
1 | 3 | 1 | 2 | 1
9 | -8 | -12 | -10 | 0
7 | -8 | 1 | -15 | -3
3 | -11 | 7 | -9 | 7
10 | -9 | -3 | 4 | 1
4 | -11 | -8 | -1 | 3

Carrying on:
# | canonical_smiles | M1 ag parental | M1 PAM parental | M5 antag | M4 PAM | M4 ag
11 | CCCc1cc(=O)oc2c(C)c3occ(C)c3cc12 | -0.6 | 2 | -5 | 14 | -2
12 | COCCn1c(=S)[nH]c2cc(C(=O)NCc3ccccc3)ccc2c1=O | -0.1 | -6 | -7 | 0 | 1
13 | COc1ccc(S(=O)(=O)Nc2cccc(SC)c2)cc1C(=O)N1CCOCC1 | 0.7 | -8 | -7 | -3 | 0
14 | CCOC(=O)c1nnn(-c2nonc2-n2cccc2)c1CN1CCOCC1 | -0.6 | -9 | -2 | 5 | 0
15 | CC(=O)N1CCN(CCN=CC2=C(O)CC(c3cccs3)CC2=O)CC1 (stereo unspecified) | 0.3 | 14 | -5 | 9 | 0
16 | COc1ccc(-c2c(C)nn(Cc3ccccc3)c2N)cc1 | 0.2 | 5 | -5 | -2 | 0
17 | O=C(COC(=O)c1ccc(S(=O)(=O)N2CCCC2)cc1)Nc1ccc(F)cc1F | 1.2 | 14 | 10 | -3 | 1
18 | COc1ccc(CSCC(=O)Nc2ccc(S(=O)(=O)N3CCCCCC3)cc2)cc1 | 4.4 | 16 | 11 | -9 | 5
19 | O=C(O)COc1ccccc1/C=C1\SC(=Nc2ccc(F)cc2)N(c2ccc(F)cc2)C1=O | 4.9 | 23 | 7 | 2 | 0
20 | Cc1nc(C)c(Oc2ccc(Cl)cc2Cl)c(=O)[nH]1 | 2.4 | 3 | 5 | -16 | 1

# | CHO-K1 Ca antag | CHRM5 agonist | M4 antag | CHRM5 PAM
11 | -4 | -1 | 1 | 5
12 | 4 | 2 | 5 | 1
13 | -7 | -1 | 0 | 4
14 | 13 | -3 | -22 | -2
15 | 1 | 1 | 3 | 8
16 | -10 | 1 | 18 | -7
17 | -10 | -1 | 9 | 5
18 | -1 | 0 | 7 | -7
19 | -18 | -3 | -4 | 7
20 | -6 | 0 | -2 | 5

Carrying on.
# | canonical_smiles | M1 ag parental | M1 PAM parental | M5 antag | M4 PAM | M4 ag
21 | COc1ccc(OC)c(C2C(C(=O)c3cccs3)=C(O)C(=O)N2CCN2CCOCC2)c1 (stereo unspecified) | 0.3 | 0 | 10 | -5 | 0
22 | CC(=O)Nc1ccc(SC[C@H](C)CN2CC[C@H](O)CCC2=O)cc1 | 0.0 | -9 | 15 | -3 | 1
23 | O=C(COc1ccc(S(=O)(=O)N2CCOCC2)cc1)Nc1ccc(Cl)c(C(F)(F)F)c1 | 12 | 17 | 11 | -6 | 17
24 | CC(=O)c1c(C)nc(-c2ccccc2)nc1N | 1.1 | 26 | 0 | 2 | 2
25 | CCCCOCCCNC(=O)C[C@@H]1C[C@@]2(C(=O)OC)CCCCC=C2N(Cc2ccc(Cl)cc2Cl)C1=O | 1.2 | 0 | -9 | 6 | 1
26 | CCOC(=O)C1CCN(S(=O)(=O)c2ccc3c(c2)CC(C)N3C(=O)C2CCC2)CC1 (stereo unspecified) | 6.3 | -7 | 14 | 7 | 7
27 | O=C(COC(=O)c1cc(S(=O)(=O)N2CCCCC2)ccc1N1CCOCC1)NCCc1ccc(F)cc1 | -0.2 | -17 | 3 | -1 | 0
28 | Cc1ccc([C@H]2C[C@H](n3cc(COC(=O)c4ccccc4)nn3)[C@@H](O)CN2CC2CCCCC2)cc1 | -0.2 | 7 | 5 | 7 | 2
29 | O=C(NCCS(=O)(=O)N1CCN(c2ccccc2F)CC1)c1ccc(F)c(F)c1 | 1.8 | -3 | 3 | 12 | 3
30 | C=CCN1C(=O)c2ccc(C(=O)N(C)Cc3ccc(C)o3)cc2C1=O | 1.1 | -23 | 10 | -2 | 2

# | CHO-K1 Ca antag | CHRM5 agonist | M4 antag | CHRM5 PAM
21 | 4 | -2 | 10 | -2
22 | 14 | -1 | 6 | -5
23 | -17 | 11 | 17 | -13
24 | -4 | 0 | 0 | 3
25 | 1 | -1 | -12 | 4
26 | -10 | -3 | 1 | -6
27 | 2 | 0 | -4 | 2
28 | -2 | 0 | -17 | 1
29 | 2 | -2 | -16 | 0
30 | 0 | -1 | -2 | -3

Next entries follow:
# | canonical_smiles | M1 ag parental | M1 PAM parental | M5 antag | M4 PAM | M4 ag
31 | COc1ccc(OCc2cnc(Cl)s2)cc1 | 0.7 | 16 | 5 | 9 | 1
32 | O=C(NCCc1nnc2ccc(SCC(=O)N3CCOCC3)nn12)c1ccccc1 | 1.4 | 14 | -3 | 4 | 1
33 | COc1ccc(CNC(=O)C2Cc3c(-c4ccccc4Oc4ccccc4)ccnc3O2)cc1OC (stereo unspecified) | 3.5 | 1 | 9 | -7 | 6
34 | CCC(=O)Nc1ccc(Cl)c(NC(=S)NC(=O)COc2ccccc2)c1 | 3.1 | 8 | -7 | -1 | 6
35 | CCOC(=O)NC(=S)Nc1ccc(C(C)(C)C)cc1Br | 1.1 | 9 | 7 | -18 | -1
36 | CCN(CC)c1ccc(/C=N/NC(=O)c2ccoc2C)c(O)c1 | 0.3 | -2 | 3 | 2 | 1
37 | O=C(CSc1nnc(CNC(=O)c2cccs2)o1)Nc1ccccc1F | 1.1 | 3 | 6 | 1 | 1
38 | COc1cc(OC)cc(C(=O)Nc2ccccc2C(=O)NCc2cccnc2)c1 | 2.2 | -9 | 28* | -11 | 14
39 | CCOC(=O)Nc1ccc2c(c1)C(=NNC(N)=S)c1ccccc1-2 | 1.7 | 5 | 3 | -1 | 7
40 | CCc1nnc(NC(=O)c2ccc(-c3ccc(F)cc3)o2)s1 | 0.6 | -5 | -9 | 6 | 1

# | CHO-K1 Ca antag | CHRM5 agonist | M4 antag | CHRM5 PAM
31 | -21 | -3 | -6 | -3
32 | -13 | -1 | 3 | 0
33 | -7 | 1 | 7 | -5
34 | 3 | 2 | -1 | -2
35 | -4 | -5 | -16 | 5
36 | -10 | -1 | 2 | -1
37 | -9 | 0 | 0 | 2
38 | 4 | -3 | -1 | -8
39 | -7 | 1 | -6 | -3
40 | 4 | 3 | -9 | 9

More records:
# | canonical_smiles | M1 ag parental | M1 PAM parental | M5 antag | M4 PAM | M4 ag
41 | COc1ccc(NS(=O)(=O)c2cc(NS(=O)(=O)c3cccs3)ccc2C)cc1 | -0.2 | -18 | 4 | 5 | 1
42 | Cc1ccc(CNC(=O)Nc2nnc([C@@H]3C[C@H](O)[C@@H](CO)O3)s2)cc1 | 0.7 | -3 | -6 | -1 | 1
43 | COc1ccc(N2CCN(C(=O)c3ccc(S(=O)(=O)N4CCCCCC4)cc3)CC2)cc1 | 0.3 | -12 | 4 | -4 | 0
44 | O=C(c1cc2ccccc2oc1=O)N(Cc1cccc(Br)c1)C1CCS(=O)(=O)C1 (stereo unspecified) | 1.1 | 3 | 10 | -14 | 4
45 | Nc1ccccc1NC(=O)c1ccccc1 | 0.6 | 14 | -4 | 12 | 0
46 | CC(C)CCNC(=O)c1cc2c(=O)[nH]c3ccccc3c2s1 | 1.0 | 14 | 18 | 26* | 9
47 | CN(Cc1cccc(Cl)c1Cl)c1ccc(S(=O)(=O)N2CCCCC2)cc1[N+](=O)[O-] | 0.5 | 23 | 13 | -7 | 1
48 | C=CCOc1c(Br)cc(CNc2ccc(NC(=O)C(C)C)c(OC)c2)cc1OCC | -0.4 | -4 | 3 | -6 | 1
49 | CCOc1cccc(CNn2cnnc2)c1OCc1ccccc1Cl | 1.1 | 7 | 2 | -5 | 3
50 | CCc1ccc(NC(=O)CN(c2cccc(C)c2)S(C)(=O)=O)cc1 | 0.6 | 24 | -3 | 4 | 0
51 | Cc1ccc(S(=O)(=O)N2CCC(NC(=O)c3cccnc3)CC2)cc1Cl | -0.3 | 0 | -10 | -12 | 1
52 | COc1cc2[nH]c(=O)n3nc(-c4ccccc4)nc3c2cc1OC | 0.0 | 0 | -5 | -3 | 1

# | CHO-K1 Ca antag | CHRM5 agonist | M4 antag | CHRM5 PAM
41 | 12 | 1 | 0 | -6
42 | -2 | 2 | -7 | -1
43 | 0 | -4 | 11 | 0
44 | -5 | 2 | -7 | -6
45 | -1 | -6 | 6 | 8
46 | -10 | -2 | 19 | 12
47 | 0 | -6 | 1 | -4
48 | 8 | -4 | 12 | -4
49 | -9 | 1 | -6 | -8
50 | -12 | -5 | 0 | 1
51 | -15 | -4 | 7 | 2
52 | 0 | 2 | 4 | 0

Compound activity as filed in PubChem.
